# High-throughput results as filed in PubChem.
# GLS inhibitor – blocks human kidney-isoform glutaminase activity | O94925 | GLS enzymatic activity, qHTS titration | Potency, µM (series often up to 45.5 µM), inactives show at the highest dose activity change, negative = inhibition, most hits filed as inhibitors | 410,000 tested, 0.21% active; also: potency is read from the fitted curve at half-maximal effect; % is scaled to controls: 0 for no effect and ±100 for the full control effect
#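 Human kidney-isoform GLS in 45 mM KH2PO4 pH 8.2, 0.02% Tween-20, with compound, started with 1mM L-Glutamine (added stock). Glutamate oxidase/HRP/Amplex red coupled fluorescence read at start and after 30 min at RT.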
# HP1b binding inh – blocks HP1-beta chromodomain binding to methylated histone tails. AlphaScreen HP1-beta / biotin-H3K9me3 peptide binding. 390,000 tested, 0.56% active. Potency, µM (doses to about 114 µM), without a hit: at the highest dose activity change, negative = inhibition, actives largely listed as inhibitors. AID 540317; also: potency is read from the fitted curve at half-maximal effect; nearly all actives have a fitted effect of over 70% in size; inactives centre near 23
#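 Compound inhibition of the preformed complex between 50 nM HP1-beta and 50 nM biotinylated H3K9me3 peptide was read by AlphaScreen. Buffer was PBS pH 7.4 with 0.01% Tween-20. Incubations ran 30 min at room temperature, with 10 ug/mL donor/acceptor beads.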
# USP1-UAF1 inh – blocks the human USP1/UAF1 deubiquitinase complex. recombinant USP1/UAF1, Ub-Rhodamine cleavage fluorescence. Potency, µM (top dose mostly 57.1 µM), without a hit: top-dose activity change, negative = inhibition, usual class: inhibitors. 390,000 tested, 0.23% active. AID 743255; also: potency is read from the fitted curve at half-maximal effect; % is scaled to controls: 0 for no effect and ±100 for the full control effect; nearly all actives have a fitted effect of over 60% in size; inactives centre near -12
#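 USP1/UAF1 complex (1 nM) preincubated 15 min at room temperature with compound, then Ub-Rho substrate (150 nM final) added. Kinetic fluorescence at 480/540 nm over 6 reads at 60 s intervals; 50 mM HEPES pH 7.8, 0.5 mM EDTA, 0.1 mg/ml BSA, 1 mM TCEP, 0.01% Tween-20.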
# PI4K2A inh – PI4K2A (human) kinase inhibition. purified PI4K2A, ADP-Glo luminescence, 1 h; stronger effect = lower value. activity change, negative = inhibition, % at 76.9 µM. 420,000 tested, 0.13% active. AID 1346378; in the data active = activity change below about -50%; inconclusive = mostly about -30% to -49%;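 also: -100% = wells without enzyme as full effect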
# Target sequence (Q9BTU6 whole entry, looked up): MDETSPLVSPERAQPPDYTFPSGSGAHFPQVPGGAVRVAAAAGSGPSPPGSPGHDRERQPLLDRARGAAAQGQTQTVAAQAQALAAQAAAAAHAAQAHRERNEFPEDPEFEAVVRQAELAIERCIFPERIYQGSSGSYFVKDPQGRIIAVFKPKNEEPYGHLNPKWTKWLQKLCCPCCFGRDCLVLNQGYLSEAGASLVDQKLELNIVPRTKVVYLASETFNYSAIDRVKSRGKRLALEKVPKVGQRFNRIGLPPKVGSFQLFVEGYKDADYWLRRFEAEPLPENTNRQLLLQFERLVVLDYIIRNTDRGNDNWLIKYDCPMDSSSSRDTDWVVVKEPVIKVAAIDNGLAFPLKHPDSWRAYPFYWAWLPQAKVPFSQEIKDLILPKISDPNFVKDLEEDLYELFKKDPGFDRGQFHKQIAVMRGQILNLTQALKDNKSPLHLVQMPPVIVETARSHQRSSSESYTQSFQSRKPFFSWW
#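 PI4K2A activity was measured by ADP-Glo luminescence: enzyme (4 ug/mL stock) and phosphatidylinositol (1.2 mM stock) in Tris pH 7.5/MgCl2/EGTA/Triton X-100 buffer were reacted with ATP (300 microM stock) for one hour at ambient temperature.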
# TrxR1 substrate – substrates of rat thioredoxin reductase 1. AID 588456. Potency, µM (top dose mostly 114 µM), for the others: at the top dose activity change, negative = substrate turnover. 390,000 tested, 0.01% active. purified TrxR1 substrate turnover, NADPH consumption readout. O89049; also: potency is read from the fitted curve at half-maximal effect; % is scaled to controls: 0 for no effect and ±100 for the full control effect; nearly all actives have a fitted effect of over 50% in size
# Target sequence (O89049 whole entry, looked up): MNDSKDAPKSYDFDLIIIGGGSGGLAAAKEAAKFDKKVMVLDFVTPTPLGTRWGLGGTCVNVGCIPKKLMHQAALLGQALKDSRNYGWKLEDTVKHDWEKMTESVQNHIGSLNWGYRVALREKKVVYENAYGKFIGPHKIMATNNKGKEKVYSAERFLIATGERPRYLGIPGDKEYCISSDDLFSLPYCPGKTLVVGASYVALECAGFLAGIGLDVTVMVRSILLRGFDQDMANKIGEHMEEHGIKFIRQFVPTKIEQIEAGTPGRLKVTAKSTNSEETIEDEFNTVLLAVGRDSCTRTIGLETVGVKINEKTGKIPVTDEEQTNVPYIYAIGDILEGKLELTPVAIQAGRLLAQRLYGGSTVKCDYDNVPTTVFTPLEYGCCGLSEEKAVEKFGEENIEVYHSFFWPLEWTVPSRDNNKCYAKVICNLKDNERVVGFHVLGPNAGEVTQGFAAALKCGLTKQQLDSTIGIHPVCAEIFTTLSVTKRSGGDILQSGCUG
#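 Rat TrxR1, dispensed at 90 nM, was prereduced with 400 uM NADPH (final) for 5 min at ~22 deg C, then incubated with compound 15 min before 400 uM selenite. A first-read NADPH fluorescence drop versus no-compound background flagged substrates.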
# mIDH1 inhibitor – human IDH1 R132H inhibition; O75874; IDH1-R132H enzyme, NADPH consumption, diaphorase/resazurin fluorescence; Potency, µM (highest dose often 76.6 µM), inactives show at the highest dose activity change, negative = inhibition, most hits filed as inhibitors; 390,000 tested, 0.093% active; also: potency is read from the fitted curve at half-maximal effect; % is scaled to controls: 0 for no effect and ±100 for the full control effect; nearly all actives have a fitted effect of over 65% in size
#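 IDH1-R132H (0.5 ug/mL dispensed) in pH 7.5 Tris buffer was preincubated 30 min with compound, then given a substrate mix of 0.016 mM NADPH and 2 mM alpha-KG for 80 min at room temperature; remaining NADPH was read by diaphorase/resazurin fluorescence.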
# Pin1 inhibitor – human Pin1 inhibition; 390,000 tested, 0.009% active; AID 504891; Pin1 FP peptide displacement, HiFluor488, 10 min; Potency, µM (top dose mostly 115 µM), inactives show at the top dose activity, negative = inhibition, most hits filed as inhibitors; Q13526; active = well fitted inhibition curve with a large enough effect in the polarisation, with a control signal flat, not every such curve was filed as active; inconclusive = small, poorly fitted or top-dose-only effect, or effect the other way, or a change in a side signal; inactive = no such curve, though single readings can be large or run the other way; the % refers to the polarisation; also: potency is read from the fitted curve at half-maximal effect; % is scaled to controls: 0 for no effect and ±100 for the full control effect
# Tb PGK inh – inhibitors of T. brucei phosphoglycerate kinase; 380,000 tested, 0.043% active; PGK/GAPDH coupled, Kinase-Glo luminescence, 60 min; Potency, µM (series often up to 57.5 µM), for the others: top-dose activity change, negative = inhibition, usual class: inhibitors; also: potency is read from the fitted curve at half-maximal effect; % is scaled to controls: 0 for no effect and ±100 for the full control effect; nearly all actives have a fitted effect of over 60% in size
#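 Recombinant glycosomal PGK reaction used 1,3-bisphosphoglycerate generated in-well by GAPDH (100nM final) in 100mM TEA pH 7.6, 5mM MgCl2, 0.01% Tween-20. After 60 minutes at room temperature, ATP was read by Kinase-Glo Plus luminescence end-point.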
# TrxR1 inh – blocks rat thioredoxin reductase 1. O89049. recombinant rTrxR1, NADPH fluorescence consumption, selenite substrate. Potency, µM (doses to about 114 µM), for inactives: at the highest dose activity change, negative = inhibition, usual class: inhibitors. 390,000 tested, 1% active. AID 588453; also: potency is read from the fitted curve at half-maximal effect; % is scaled to controls: 0 for no effect and ±100 for the full control effect; nearly all actives have a fitted effect of over 65% in size
#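 Rat TrxR1 (90 nM in the dispensed reagent) was pre-reduced with 400 uM NADPH for 5 min at room temperature, then incubated with compound for 15 min. After 400 uM selenite was added, NADPH fluorescence (Ex 340/Em 450 nm) was followed for 8 min.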
# Starred values were filed as active, the others as inactive; i = inactive; ? = inconclusive; / = not tested or not shown; [ ] = dose if it differs, or a comment. Unless noted, calls follow the shape of the dose curve; as a rule, active = well fitted curve in the direction sought with a large enough effect; inconclusive = small, poorly fitted or top-dose-only effect, or another doubt; inactive = no such curve, though single readings can be large; an effect the other way counts as inactive or inconclusive. These rows are one share of the data, so the mix of outcomes need not match the whole.
Structure	GLS inhibitor	HP1b binding inh	USP1-UAF1 inh	PI4K2A inh	TrxR1 substrate	mIDH1 inhibitor	Pin1 inhibitor	Tb PGK inh	TrxR1 inh
CN(CC(=O)Nc1cccc(F)c1)C(=O)CCc1nc2cc(S(=O)(=O)N3CCOCC3)ccc2n1C	1.9%	20.9%	-7.3%	-18.3	10.9%[57.1 µM]	1.9%	4.5%	5.0%	0.2%
CC(C)c1c(C(=O)N/N=C/c2ccc(C(F)(F)F)cc2)nnn1-c1nonc1N	6.3%	6.6%	-9.2%	3.7	6.4%[57.1 µM]	9.1%	1.5%	-4.4%	10.8%[57.1 µM]
CCOC(=O)C1CCCCN1Cc1cn[nH]c1-c1ccc(F)cc1F (centres undefined)	6.8%	23.1%[57 µM]	-21.3%	-4.8	1.1%	4.3%	1.6%	i	4.8%
O=C(CSc1ncnc2sc3c(c12)CCCCC3)NCc1ccco1	12.4%	28.8%	-12.0%	-10.4	2.9%	1.6%	?	-1.7%	?
CCOC(=O)N1CCC(NC(=O)C(NS(=O)(=O)c2ccc3c(c2)CCN3C(C)=O)C(C)C)CC1 (centres undefined)	-5.7%	27.3%	-7.9%	-1.3	3.5%	1.5%	2.1%	-4.9%	13.6%
COc1ccc(N2C(=O)NC3CC2(C)Oc2ccccc23)cc1OC (centres undefined)	-1.2%	26.0%	0.6%	0.9	8.0%[57.1 µM]	0.0%	2.9%	2.9%	7.3%[57.1 µM]
O=C(c1ccc(N2C(=O)CCC2=O)cc1)N1CCOCC1	3.4%	18.3%	9.2%	-1.1	4.0%	6.0%	35.9%[activator]	-0.8%	9.9%
O=C(CCC1CCCN(C(=O)c2ccoc2)C1)NCc1ccccc1F (centres undefined)	-0.8%	47.6%[activator]	-18.2%	-3.1	1.1%	-1.5%	-3.4%	-4.0%	-0.5%
O=C(N/N=C/c1ccncc1)C12CC3CC(CC(C3)C1)C2	-21.2%	4.7%	-25.1%	-6.7	-4.1%	23.1%	-0.7%	-0.1%	22.6%[57.1 µM]
CCN(CC)S(=O)(=O)c1cc([N+](=O)[O-])ccc1NNC(=O)Nc1ccccc1OC	7.2%	7.2%	-4.4%	-0.5	-12.4%	2.2%	?	5.3%	-17.2%
O=C(Cc1cccc(NC(=O)C2CCN(C(=O)C3CCCCC3)CC2)c1)Nc1cccc(C(=O)N2CCOCC2)c1	1.8%	3.5%	-8.8%	-7.5	10.2%	6.0%[38.3 µM]	-1.9%	i	32.8%
CCOC(=O)c1c(C)[nH]c(C(=O)OCC(=O)Nc2cc(Cl)ccc2OC)c1C	-1.1%	14.3%	7.2%	-2.6	0.3%	6.0%	9.6%	i	19.2%
O=C(O)c1nc(-c2ccccc2)n(-c2cccc(C(F)(F)F)c2)n1	0.2%	38.2%[activator]	-13.4%	-8.5	5.6%[57.1 µM]	12.4%	?	-0.6%	5.1%[57.1 µM]
Cc1ccc(S(=O)(=O)Nc2ccc(-c3cn4ccc(C)cc4n3)cc2)cc1	9.2%	2.2%	-0.1%	-4.2	-7.4%	11.8%	21.7%	/	6.0%
Cn1nc(C(=O)NCC2CCCO2)c2ccccc2c1=O (centres undefined)	-0.3%	45.6%	-5.1%	0.8	-2.1%	5.7%	3.0%	i	4.7%
O=C(O)c1ccccc1NC(=S)NC(NC(=O)c1ccccc1[N+](=O)[O-])C(Cl)(Cl)Cl (centres undefined)	-24.0%	-18.6%	-1.3%	-0.3	14.4%	-1.0%	-10.0%	-8.4%	-0.4%
CCn1c(SCC(=O)N2CCN(C(=O)c3ccco3)CC2)nnc1C(C)C	1.3%	29.8%	-13.4%	-0.3	6.4%	-5.9%	-0.3%	-5.6%	39.0%[activator]
COc1ccc([C@H]2CC(=O)C=C(c3ccc4ncccc4c3)C2)cc1	11.8%	19.2%	-6.8%	-2.3	-3.4%	2.7%	?	-1.1%	17.5%
COc1ccc(-n2c(CNc3ccc(C)cc3)nnc2SCC(=O)Nc2nc(-c3ccccc3)cs2)cc1	-5.3%	39.5%[activator]	-5.4%	5.2	-7.8%[57.1 µM]	0.6%	6.4%	i	22.1%
CC(NC(=O)CCNC(=O)N1CCn2c1nc1ccccc12)c1ccccc1 (centres undefined)	3.6%	63.2%[activator]	-7.3%	-1.4	7.2%[57.1 µM]	-3.2%	-9.8%	-8.5%	16.5%[57.1 µM]
CCOC(=O)c1c(C)[nH]c(=S)c(C#N)c1-c1ccc(Cl)cc1	-16.3%	14.3%	-21.4%	-2.4	-3.4%	-14.2%	20.8%	-7.7%	-32.3%
CS(=O)(=O)N1CCCC(C(=O)NCc2ccc(F)cc2Cl)C1 (centres undefined)	1.1%	23.4%	-9.4%	4.1	4.7%[57.1 µM]	8.5%	1.0%	-5.7%	19.5%[57.1 µM]
CC1(C)CC(O)(CCNCc2ccc3c(c2)OCO3)CCO1 (centres undefined)	3.3%	35.2%[activator]	-10.9%	-1.0	-1.4%	0.5%	-5.4%	-5.4%	-10.7%
CC1(c2nnc(-c3cccc(Cl)c3)o2)CC(c2ccc(Cl)cc2)=NO1 (centres undefined)	3.7%	103.9%[activator]	-12.3%	-3.0	-2.2%	-2.2%[38.3 µM]	12.1%	-3.5%	-5.1%
Cn1nc(C(=O)NNC(=O)c2ccc(Cl)cc2)ccc1=O	3.2%	12.3%	-6.6%	0.8	-4.9%	0.5%	-2.2%	1.3%	1.3%
Cc1ccccc1C(=O)N1CCN(c2ncnc3c2cnn3-c2ccccc2)CC1	-12.7%	18.0%	-8.3%	0.1	-9.0%	3.4%	1.1%	-1.1%	-18.0%
O=C(N/N=C/c1cc(Br)cs1)C(O)c1ccccc1 (centres undefined)	-10.0%	2.9%	-8.3%	-3.2	3.7%[57.1 µM]	1.5%	-1.7%	-9.2%	0.1%[57.1 µM]
CCC1C(=O)c2ccccc2N(C)C1=O (centres undefined)	3.9%	47.6%[activator]	-24.9%	-0.1	30.9%[activator]	0.4%	-3.4%	4.4%	-28.7%
CCOc1ccccc1NC(=O)NCCc1c[nH]c2ccccc12	10.8%	-15.1%	-12.7%	-2.6	-5.5%	-4.6%	8.5%	-3.7%	-9.2%
O=C(O)C(c1ccccc1)C1(O)CCCC1 (centres undefined)	0.2%	29.9%	-23.9%	-1.7	-11.0%[57.1 µM]	6.2%	-10.2%	-1.3%	-1.2%[57.1 µM]
Cc1ccc(N2C(=O)CC(Sc3ccccc3C(=O)O)C2=O)cc1 (centres undefined)	16.4%	39.5%[activator]	-14.2%	0.3	-5.9%	-0.6%	-11.5%	-3.2%	?
CCOc1nc(-c2ccccc2)ncc1Oc1ccccc1	0.0%	140.0%[activator]	3.9%	-2.7	-4.2%	2.1%	-3.1%	-6.2%	15.6%[57.1 µM]
CCSc1nnc(NC(=O)c2cc(=O)c3cc(C)c(C)cc3o2)s1	-0.9%	24.7%	3.5%	1.8	4.2%	20.7%	7.4%	9.9%	14.2%
COC(=O)c1ccc(NC(=S)NNC(=O)CC(C)C)cc1	18.3%	-12.2%	-5.3%	-1.1	-17.6%	3.4%	-14.3%	1.3%	?
COC(=O)c1c(C)nc2ccccc2c1C(=O)O	0.8%	11.5%	-6.7%	4.9	-10.1%	-7.3%	-6.4%	-4.9%	-6.6%
CCCc1cc(=O)oc2c(C)c(OC(C)C(=O)NCC(O)c3ccccc3)ccc12 (centres undefined)	6.2%	23.6%	-24.2%	-1.3	21.4%	2.5%	2.6%	i	19.0%
C[C@H](NC(=O)[C@@H]1Cc2ccccc2CN1C(=O)OC(C)(C)C)C(=O)NCC1CCCO1 (some centres undefined)	0.7%	43.2%[activator]	-21.6%	-2.1	4.5%	-0.7%	-3.7%	6.6%	18.7%
Cc1c(C(=O)N(C)C2CCCCC2)sc2ncnc(N3CCN(c4ccccc4F)CC3)c12	-3.3%	13.6%	-16.5%	8.8	-4.9%	0.0%	-5.4%	-1.8%	11.1%
O=C(O)[C@H](Cc1ccccc1)NC(=O)C(c1ccccc1)(c1ccccc1)c1ccccc1	17.6%	23.6%	-31.2%	-1.8	7.3%	7.6%	-2.0%	-1.0%	12.8%
O=C(C1COc2ccccc2O1)N1CCN(S(=O)(=O)c2cc(F)ccc2F)CC1 (centres undefined)	-0.6%	26.7%	-7.6%	0.9	0.2%	-2.6%	0.5%	-2.6%	-2.2%
O=C(Oc1ccc2ccc(=O)oc2c1)C1CCCCC1	7.0%	30.6%[activator]	-2.2%	1.6	90.9%[activator]	2.4%	0.1%	5.0%	22.3%
